GAA glycogen: qHTS Assay for Inhibitors and Activators of Human alpha-Glucosidase Cleavage of Glycogen. Lysosomal alpha-glucosidase (Homo sapiens), P10253. AID 2100, 2009. 300,000 compounds, 0.38% hits. Potency, µM (titrated, usually from 76.4 µM), inactives show at the highest dose activity change, negative = inhibition, most hits filed as inhibitors. recombinant GAA, glycogen substrate, Amplex Red glucose oxidase fluorescence;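 also: potency is read from the fitted curve at half-maximal effect; 0% = full enzyme reaction and -100% = no-enzyme basal signal; the screen sought inhibitors and activators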
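Natural-substrate format: glycogen cleavage by 4 nM human enzyme, glucose read by Amplex Red coupling (Ex 573, Em 610 nm). Normalized to enzyme and no-enzyme controls.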
HTT aggregate: qHTS Multiplex Assay to Identify Dual Action Probes in a Cell Model of Huntington: Aggregate Formation (GFP); PC12 HttQ103-GFP aggregates, Acumen cytometry, 40 h; Potency, µM (series often up to 46.1 µM), for the others: at the highest dose activity change, negative = inhibition, actives largely listed as inhibitors; 220,000 compounds, 1.1% hits; AID 1688, 2009; also: potency is read from the fitted curve at half-maximal effect; % is scaled to controls: 0 for no effect and ±100 for the full control effect; nearly all actives have a fitted effect of over 60% in size
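Using laser scanning cytometry, GFP-positive aggregates were counted after lysis of PC12 cells induced with 100 nM tebufenozide to express HTT exon 1 Q103–GFP. Compounds were tested in titration.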
LMNA splice mod: qHTS Assay for Modulators of Lamin A Splicing. HeLa LMNA splicing GFP/RFP minigene ratio, 48 h. Potency, µM (top dose mostly 46.1 µM), without a hit: at the top dose ratio change, negative = inhibition, hits mostly inhibitors. 200,000 compounds, 0.01% hits; active = well fitted inhibition curve with a large enough effect in the signal ratio, with a control signal flat, not every such curve was filed as active; inconclusive = small, poorly fitted or top-dose-only effect, or effect the other way, or a change in a side signal; the % refers to the signal ratio; also: potency is read from the fitted curve at half-maximal effect; % is scaled to controls: 0 for no effect and ±100 for the full control effect
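S3 HeLa stable clones carrying a lamin A-EGFP splicing minigene plus DsRed2 were seeded at 600 cells/well in Opti-MEM with 2% FBS, pin-dosed and incubated 48 h at 37°C. Acumen cytometry (488 nm) gave the GFP/RFP total-intensity ratio.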
GAA inh: qHTS Assay for Inhibitors of Human alpha-Glucosidase as a Potential Chaperone Treatment of Pompe Disease | 200,000 compounds, 0.005% hits | Lysosomal alpha-glucosidase (Homo sapiens), P10253 | Potency, µM (highest dose often 76.9 µM), inactives show top-dose activity change, negative = inhibition, most hits filed as inhibitors | purified human GAA, 4-MU-alpha-glucoside fluorescence | AID 1466, 2008;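 also: potency is read from the fitted curve at half-maximal effect; plate controls were uninhibited enzyme wells for no effect and no-enzyme background for full effect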
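Endpoint fluorogenic read: 20 min room-temperature reaction of 4 nM human alpha-glucosidase with 400 uM 4-methylumbelliferyl-alpha-D-pyranoside, pH 5.0, quenched with 1M NaOH/1M glycine pH 10. AC50 from Hill modeling.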
CBFb-RUNX1 inh: qHTS Assay for Compounds Blocking the Interaction Between CBF-beta and RUNX1 for the Treatment of Acute Myeloid Leukemia. Runt-related transcription factor 1 (Homo sapiens) + Core-binding factor subunit beta …. AlphaScreen CBFb-His/RUNX1-biotin binding, biochemical. Potency, µM (highest dose often 59.8 µM), for inactives: top-dose activity, negative = inhibition, usual class: inhibitors. 230,000 tested, under 10 active; also: % of control where 0% means no effect
Target sequence (Q01196 whole entry, looked up): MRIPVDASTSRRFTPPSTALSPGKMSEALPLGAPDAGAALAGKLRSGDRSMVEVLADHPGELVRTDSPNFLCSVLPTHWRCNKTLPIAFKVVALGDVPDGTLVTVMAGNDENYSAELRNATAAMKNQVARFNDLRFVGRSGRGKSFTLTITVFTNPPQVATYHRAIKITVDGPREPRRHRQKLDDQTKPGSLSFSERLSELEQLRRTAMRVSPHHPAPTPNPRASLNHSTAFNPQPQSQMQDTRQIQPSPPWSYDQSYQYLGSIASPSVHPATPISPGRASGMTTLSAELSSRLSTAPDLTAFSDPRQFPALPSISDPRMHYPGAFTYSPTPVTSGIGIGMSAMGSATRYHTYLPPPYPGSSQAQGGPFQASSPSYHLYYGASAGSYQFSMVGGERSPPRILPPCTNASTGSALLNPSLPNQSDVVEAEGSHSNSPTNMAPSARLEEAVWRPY
Target sequence (Q13951 whole entry, looked up): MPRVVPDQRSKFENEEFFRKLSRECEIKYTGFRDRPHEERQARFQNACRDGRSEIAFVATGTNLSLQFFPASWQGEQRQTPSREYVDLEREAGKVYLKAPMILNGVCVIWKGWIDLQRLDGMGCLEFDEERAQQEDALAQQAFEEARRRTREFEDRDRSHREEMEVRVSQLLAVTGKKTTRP
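CBFb-His/RUNX1-biotin, 30 nM each, preincubated 20 min RT; compound 15 min RT; Ni + streptavidin beads 50 ng each, 90 min RT; AlphaScreen read.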
aGlu spleen mod: qHTS Assay for Inhibitors and Activators of Human alpha-Glucosidase From Spleen Homogenate; Lysosomal alpha-glucosidase (Homo sapiens), P10253; human spleen homogenate, 4-MU-alpha-glucoside fluorescence; Potency, µM (doses to about 79.9 µM), inactives show at the highest dose activity change, negative = inhibition, most hits filed as inhibitors; 240,000 compounds, 0.006% hits;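 also: potency is read from the fitted curve at half-maximal effect; 0% = enzyme with vehicle and -100% = no enzyme basal signal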
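Human spleen homogenate (1 ug) with 4-methylumbelliferyl-alpha-D-glucopyranoside (1 mM final) in 50 mM citrate/phosphate pH 5.0, 0.01% Tween-20; 40 min at 37 C. Stopped at pH 10; 4-MU fluorescence Ex 365/Em 440 nm; AC50 by Hill fit.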
HTT cytoprotect: qHTS Multiplex Assay to Identify Dual Action Probes in a Cell Model of Huntington: Cytoprotection (ATP); Potency, µM (top dose mostly 56.4 µM), without a hit: cytoprotection (ATP increase), usual class: activators; 230,000 compounds, 0.14% hits; PC12 HTT-Q103 induced, cytoprotection, ATP luminescence, 40 h; AID 1471, 2008;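 also: potency is read from the fitted curve at half-maximal effect; % of control where 0% means no effect; nearly all actives have a fitted effect of over 45% in size; toxic huntingtin expression switched on by the ecdysone agonist tebufenozide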
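PC12 cells with ecdysone-inducible HTT exon 1 Q103-GFP, induced with 100 nM tebufenozide and co-treated with library compounds in a dose series (1536-well, 1500 cells/well). Cytoprotection read as ATP content by ATPlite luminescence.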
* = called active by the depositor; ? = inconclusive; . = not tested or not shown; [ ] = dose if it differs, or a comment. Unless noted, calls follow the shape of the dose curve; as a rule, active = well fitted curve in the direction sought with a large enough effect; inconclusive = small, poorly fitted or top-dose-only effect, or another doubt; inactive = no such curve, though single readings can be large; an effect the other way counts as inactive or inconclusive.

Results follow in this order: GAA glycogen | HTT aggregate | LMNA splice mod | GAA inh | CBFb-RUNX1 inh | aGlu spleen mod | HTT cytoprotect
CCCCNC(=O)c1cc2ccccc2s1
    1% | -30% | -11%[46 µM] | -3% | -11% | -15% | -25%
O=[N+]([O-])c1ccc(F)cc1F
    . | . | . | . | 24%[21.7 µM] | 9% | 5%
COc1ccc(-c2noc(C(C)n3nc(C)c([N+](=O)[O-])c3C)n2)cc1OC (stereo not drawn)
    -19% | 8% | -8% | -7% | 1% | 4% | 9%
O=C1CN2C(=Nc3ccc(Br)cc3C2c2ccccc2)CCN1 (stereo not drawn)
    -10% | 6% | 15% | -2% | 5% | -2% | -4%
O=C(Nc1ccc(Cl)cc1)C1CC2CCCC(C1)C2=O (stereo not drawn)
    9% | 1% | 4% | -7% | -3% | -2% | -9%[10 µM]
CC(NC(=O)C1CC1)C(c1cccs1)N1CCOCC1 (stereo not drawn)
    4% | -12%[9.22 µM] | . | . | 24% | 4% | 35%[10 µM]
CC(C)[C@H](NC(=O)OCc1ccccc1)C(=O)NCc1ccccc1
    -6% | 0% | 2% | 1% | 4% | 6% | 7%[0.074 µM]
CCC(C)NC(=O)CSc1nc2ccsc2c(=O)n1-c1ccc(OC)cc1 (stereo not drawn)
    10% | 8% | 5% | ? | 4% | -3% | -20%
CCOCCn1c(SCCCc2ccccc2)nc2c1c(=O)[nH]c(=O)n2C
    -10% | 0% | -3% | 3% | 9% | -1% | -2%[10 µM]
CCc1c(C)nc(SCC(=O)c2ccc(C)c(C)c2)[nH]c1=O
    -9% | -38% | ? | 0% | 2% | 7% | 1%[10 µM]
Cn1ccnc1SCCNC(=O)CCc1nnc(CCc2ccccc2)o1
    4% | -4%[9.22 µM] | . | -1% | -15% | 6% | 13%[10 µM]
COc1cc(CC(=O)Nc2nccs2)cc(OC)c1OC
    9% | -3% | ? | 0% | 1% | -10% | -7%
CCCCCc1nc2c(C#N)c(-c3ccc(Cl)cc3)ccn2n1
    -5% | 0% | ? | 1% | 3% | -6% | -15%
Cc1c(NS(=O)(=O)c2ccccc2)c(=O)n(-c2ccccc2)n1C
    -2% | -5% | 12% | -4% | 2% | -9% | -15%
CC(C)CN(CC(C)C)C(=O)Cc1coc2ccc3ccccc3c12
    -7% | ? | ? | -12% | 17% | -6% | -24%
O=C(CN1CCCCC1)N=Nc1c(O)[nH]c2ccccc12
    19% | -3%[9.22 µM] | . | . | 6% | 3% | 13%[10 µM]
COc1ccc(Br)cc1/C=N/NC(=O)CN1CCN(Cc2ccccc2)CC1
    4% | -1%[9.22 µM] | . | -4% | 8% | -10% | 20%[10 µM]
Cc1ccc(-n2c(C)cc(/C([O-])=C(/C(=S)Nc3ccc(F)c(Cl)c3)[n+]3ccccc3)c2C)cc1
    -2% | -18% | ? | -3% | -13% | -17% | -8%
CC(C)(C)C(=O)Nc1cc(S(=O)(=O)N2CCCCC2)ccc1N1CCCCC1
    -6% | ? | . | ? | 2% | 0% | -55%[inhibitor]
COc1ccc(Cl)cc1NC(=O)c1oc(C)nc1C
    2% | -9% | -14% | -5% | -3% | -25% | 19%[10 µM]
N#C/C(C(=O)c1ccccc1)=C1/CCCCCN1
    -1% | -14% | 0% | 0% | 0% | -10% | -10%
CCCCN(CC)S(=O)(=O)N1CCC(C(=O)NCCCN2CCOCC2)CC1
    9% | -15% | 2%[0.0737 µM] | 5% | 2% | -5% | -15%
COc1ccc(C2CCCN2C(=S)Nc2cccc(Cl)c2)cc1OC (stereo not drawn)
    -12% | -14% | 10%[46 µM] | -12% | -4% | -2% | -18%
CC1(/[N+]([O-])=C/c2ccc(F)cc2)CCCCC1=O (stereo not drawn)
    -18% | 0%[9.22 µM] | . | . | 9% | 2% | -3%[10 µM]
COc1ccc(Br)c(C(=O)NC2CCCC2)c1
    13% | -9% | -7%[46 µM] | -1% | 5% | -1% | -26%[10 µM]
CN1C(=O)C(CC(=O)Nc2ccccc2)S/C1=N/c1nccs1 (stereo not drawn)
    13% | 10%[9.22 µM] | . | -2% | 9% | -3% | 9%[10 µM]
CC(=O)Nc1ccccc1OCC(=O)NC(C)c1ccc(F)cc1 (stereo not drawn)
    12% | 7% | ? | 2% | -1% | -6% | 6%[10 µM]
COc1ccc(S(=O)(=O)NNC(=O)c2ccccc2-n2cccc2)cc1
    -5% | -10% | . | 1% | -18% | -2% | -12%
O=C(CNC(=O)c1ccco1)OCC(=O)c1ccccc1
    -14% | 15% | ? | -7% | 2% | 11% | -22%
CC(C)Oc1ccc(OCCNC2CCCC2)cc1
    3% | 3% | 19% | -6% | -2% | -7% | -20%
CC(=O)/C=C/c1ccc(C)o1
    -1% | 21% | -11%[46 µM] | ? | ? | -9% | 11%
CC(C)(C)OC(=O)[C@H](Cc1ccccc1)NC(=O)c1nc[nH]c1C(=O)N[C@@H](Cc1ccccc1)C(=O)OC(C)(C)C
    -9% | -4%[9.22 µM] | . | . | 6% | -1% | 15%[10 µM]
CCc1ccc(NC(=O)N(CCOC)C2CCN(C(C)=O)CC2)cc1
    3% | 13% | -1% | 6% | 4% | -4% | -8%
O=C(NCc1ccco1)c1cc(-c2cccs2)on1
    -3% | 15% | 2% | -4% | 10% | 3% | -31%
COc1ccc(/C=C/C(=O)c2ccc3c(c2)OCO3)c(OC)c1
    2% | 7% | ? | -7% | -7% | 2% | .
CCN1CCN(CC(=O)Nc2sc3c(c2C#N)CCC3)CC1
    8% | 2%[9.22 µM] | . | 13% | -2% | 2% | -1%[10 µM]
O=C(c1cccc(S(=O)(=O)N2CCOCC2)c1)N1CCOCC1
    13% | 1% | 1% | 3% | 0% | -3% | 0%
O=C(NCC1CCCO1)C1CCN(C2CCN(Cc3cccs3)CC2)CC1 (stereo not drawn)
    -3% | 6%[9.22 µM] | . | . | 17% | 4% | 11%[10 µM]
FC(F)(F)c1cccc(NC(=S)NCc2ccccc2)c1
    -7% | -32% | 12% | 2% | 6% | -9% | -61%[inhibitor]
COc1cc(N=C2C(=O)N3c4c(cccc42)C(C)=CC3(C)C)cc(OC)c1
    10% | 18% | -1% | -8% | 1% | -1% | 5%[0.074 µM]
O=C(c1ccc(=O)[nH]c1)N(Cc1cccs1)C1(C(=O)NC2CCCC2)CCCCC1
    -6% | 6% | -13% | 0% | 3% | 3% | ?
C/C(=C\C(=O)c1sccc1Cl)N(C)C
    -1% | ? | . | 7% | -11% | -1% | -8%[10 µM]
CC(C)n1c(=S)[nH]c2scc(-c3cccs3)c2c1=O
    -9% | 7%[9.22 µM] | . | -5% | . | 0% | -6%[10 µM]
CCOc1cc(CN2CCN(CCOCCO)CC2)ccc1OC
    2% | 7%[9.22 µM] | 3% | -3% | -1% | 0% | -7%
NC(=O)c1ccsc1NC(=O)Cc1ccc([N+](=O)[O-])cc1
    3% | 4% | . | -3% | 4% | -9% | -16%
CC(=O)c1cccc(NC(=O)COC(=O)COc2ccc(Cl)cc2)c1
    -7% | -2% | . | 5% | 3% | 5% | 15%[10 µM]
Nc1ccc(C(CC(=O)O)n2cccc2)cc1 (stereo not drawn)
    10% | 2% | . | -6% | -24% | 4% | 14%
Cc1ccc2oc(-c3ccco3)cc(=O)c2c1
    -6% | 12%[9.22 µM] | ? | 11% | 7% | -2% | -3%[10 µM]
C=CCn1c(SCC(=O)NNC(=O)Nc2ccc(C)cc2)nnc1-c1ccccc1
    2% | 9%[9.22 µM] | . | . | 1% | -3% | 19%[10 µM]
OC1(c2cccc(C(F)(F)F)c2)CCN(c2ccc(-c3ccccc3)nn2)CC1
    2% | -8% | -1% | -6% | 18% | -13% | 6%[1.9 µM]

Complete entries, quoted from the list. Screens in order: GAA glycogen | HTT aggregate | LMNA splice mod | GAA inh | CBFb-RUNX1 inh | aGlu spleen mod | HTT cytoprotect
`O=C(c1ccc(=O)[nH]c1)N(Cc1cccs1)C1(C(=O)NC2CCCC2)CCCCC1` in the list: -6% | 6% | -13% | 0% | 3% | 3% | ?
`CC(=O)c1cccc(NC(=O)COC(=O)COc2ccc(Cl)cc2)c1` in the list: -7% | -2% | . | 5% | 3% | 5% | 15%[10 µM]
`OC1(c2cccc(C(F)(F)F)c2)CCN(c2ccc(-c3ccccc3)nn2)CC1` in the list: 2% | -8% | -1% | -6% | 18% | -13% | 6%[1.9 µM]

Following part:
Results follow in this order: GAA glycogen | HTT aggregate | LMNA splice mod | GAA inh | CBFb-RUNX1 inh | aGlu spleen mod | HTT cytoprotect
Cn1c(O)c(N=NC(=O)C2COc3ccccc3O2)c2ccccc21 (stereo not drawn)
    7% | -12%[9.22 µM] | . | . | -15% | 6% | -13%[10 µM]
O=C1c2ccccc2-c2nc3ncnn3c(-c3ccccc3Cl)c21
    1% | 8% | 2% | -6%[15.4 µM] | 5% | -5% | 4%
O=[N+]([O-])/C=C1/CCCCCN1
    -10% | 9%[9.22 µM] | . | -8% | -1% | 1% | -4%[10 µM]
O=C(Cc1cccs1)Nc1ccc(NC(=O)c2ccco2)cc1
    2% | 1% | 0% | 4% | 4% | -1% | -10%
O=C1COCC(=O)N1CCc1c[nH]c2ccccc12
    6% | -5%[9.22 µM] | . | 4% | 13% | -6% | -20%[10 µM]
C=CCNC(=S)Nc1cccc([N+](=O)[O-])c1
    -7% | 8%[9.22 µM] | . | . | ? | 5% | 14%[10 µM]
CCCCOCCCn1cnc2c([nH]c3cc(OC)ccc32)c1=O
    -10% | -11% | -19% | -1% | 0% | 2% | -18%[0.074 µM]
CCOC(=O)N1CCN(C(=S)NC(=O)C23CC4CC(CC(C4)C2)C3)CC1
    -1% | 16% | -6%[46 µM] | 5% | 5% | 12% | -11%[10 µM]
COc1ccc(/C=N/NC(=O)CCn2cnc3ccccc32)cc1
    6% | 18%[9.22 µM] | . | . | 2% | -2% | -3%[10 µM]
Cc1cccc(Nc2nnc(-c3ccc(N4CCOCC4)c([N+](=O)[O-])c3)c3ccccc23)c1
    0% | 5% | ? | 8% | 3% | -5% | -48%[inhibitor][10 µM]

Bioassay records (PubChem BioAssay)

Outcome played no part in choosing rows; 1.5% or so of the library scored in one or more.
